Screening data deposited in PubChem by National Center for Advancing Translational Sciences (NCATS).
GRP78 ERSR act: ER stress response induction in glioma. U87-MG GRP78 promoter luciferase reporter, 16 h. Potency, µM, for the others: top-dose activation, actives largely listed as activators. hit rate 0.02% among 420,000. AID 602332; note: potency is the fitted concentration of half-maximal effect; series mostly up to about 76 µM; % of control where 0% means no effect; nearly all actives have a fitted effect of over 35% in size
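Stably transfected U87-MG human glioma cells carrying a GRP78-based luminescent sensor were seeded at 1000 cells/well, pin-dosed with compounds and incubated 16 h. Luciferase reagent was then added, and end-point luminescence was read after 10 min at room temperature.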
mIDH1 inhibitor: inhibitors of human mutant IDH1 R132H | O75874 | IDH1-R132H enzyme, NADPH consumption, diaphorase/resazurin fluorescence | Potency, µM (series often up to 76.6 µM), without a hit: at the top dose activity change, negative = inhibition, most hits filed as inhibitors | hit rate 0.093% among 390,000; note: potency is the fitted concentration of half-maximal effect; % is set by controls: 0 for no effect and ±100 for the full control effect; nearly all actives have a fitted effect of over 65% in size
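IDH1-R132H (0.5 ug/mL) preincubated 30 min with compound, then NADPH (0.016 mM) and alpha-KG (2 mM) added; 80 min at RT, pH 7.5. Remaining NADPH coupled via diaphorase/resazurin to fluorescence (540/590 nm); concentration-response curves normalized to no-enzyme control.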
TrxR1 inh: inhibitors of rat thioredoxin reductase 1; recombinant rTrxR1, NADPH fluorescence consumption, selenite substrate; Potency, µM (doses to about 114 µM), inactives show at the highest dose activity change, negative = inhibition, actives largely listed as inhibitors; O89049; hit rate 1% among 390,000; note: potency is the fitted concentration of half-maximal effect; % is set by controls: 0 for no effect and ±100 for the full control effect; nearly all actives have a fitted effect of over 65% in size
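Rat TrxR1 (90 nM in the dispensed reagent) was pre-reduced with 400 uM NADPH for 5 min at room temperature, then incubated with compound for 15 min. After 400 uM selenite was added, NADPH fluorescence (Ex 340/Em 450 nm) was followed for 8 min.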
LDHA inh: LDHA (human) enzyme inhibition; P00338; purified LDHA, NADH/diaphorase-resazurin fluorescence; hits give low values; activity change, % (values are at about 110 or 230 µM); hit rate 0.15% among 480,000; AID 1347041; in the data active = activity change below about -30%; inconclusive = mostly about -25% to -30%;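 note: plate controls were DMSO wells for no effect and wells without enzyme for full effect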
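Remaining NADH was detected by diaphorase (0.133 mg/mL) converting 37 µM resazurin to fluorescent resorufin, read at 0 and 20 minutes. The preceding 5-minute room-temperature reaction used 2 nM LDHA, 0.2 mM sodium pyruvate and 0.06 mM NADH at pH 7.4.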
RGS4 inhibitor: human RGS4 inhibition; P49798; Transcreener GDP fluorescence polarization, RGS4-accelerated GTP hydrolysis; Potency, µM (highest dose often 114 µM), for inactives: at the highest dose activity change, negative = inhibition, hits mostly inhibitors; hit rate 0.039% among 390,000; AID 504845; note: potency is the fitted concentration of half-maximal effect; % is set by controls: 0 for no effect and ±100 for the full control effect; nearly all actives have a fitted effect of over 75% in size; some results filed as inactive show a strong effect at the top dose
Target sequence (P49798 whole entry, looked up): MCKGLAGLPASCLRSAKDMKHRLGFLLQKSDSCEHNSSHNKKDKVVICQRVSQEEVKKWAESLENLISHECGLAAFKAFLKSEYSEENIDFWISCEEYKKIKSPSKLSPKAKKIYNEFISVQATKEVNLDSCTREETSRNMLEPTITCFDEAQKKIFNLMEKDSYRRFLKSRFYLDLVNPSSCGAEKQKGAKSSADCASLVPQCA
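MLSMR compounds (23 nl, pin-transferred) preincubated 10 min at room temperature with a 500nM (2x) first reagent, then RGS4 at 900nM (2x) plus Transcreener GDP mix added; fluorescence polarization (620/688 nm) read before and after 90 min at 30 °C.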
TrxR1 substrate: substrates of rat thioredoxin reductase 1. hit rate 0.01% among 390,000. O89049. purified TrxR1 substrate turnover, NADPH consumption readout. Potency, µM (top dose mostly 114 µM), for the others: at the highest dose activity change, negative = substrate turnover. AID 588456; note: potency is the fitted concentration of half-maximal effect; % is set by controls: 0 for no effect and ±100 for the full control effect; nearly all actives have a fitted effect of over 50% in size
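Rat TrxR1, dispensed at 90 nM, was prereduced with 400 uM NADPH (final) for 5 min at ~22 deg C, then incubated with compound 15 min before 400 uM selenite. A first-read NADPH fluorescence drop versus no-compound background flagged substrates.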
Vif-A3F inh: blocks the Vif interaction with APOBEC3F; HeLa A3F-eYFP + Vif (tagged APOBEC3F with the HIV-1 protein that degrades it), YFP fluorescence increase; Potency, µM (top dose mostly 46.1 µM), for the others: at the highest dose activity, negative = active; hit rate 0.2% among 390,000; note: potency is the fitted concentration of half-maximal effect; % of control where 0% means no effect; nearly all actives have a fitted effect of over 65% in size
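HeLa cells stably expressing Vif plus C-terminally eYFP-tagged A3F were seeded, incubated overnight at 37 deg C, dosed with compound, incubated overnight again at 37 deg C. Yellow fluorescence (Ex 488/Em 500-530) reported blocked Vif-mediated A3F-eYFP degradation.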
Vif-APOBEC3G blk: inhibitors of Vif-APOBEC3G interaction; Q9HC16; HeLa A3G-eYFP + Vif (tagged APOBEC3G with the HIV-1 protein that degrades it), YFP fluorescence, overnight; Potency, µM (titrated, usually from 46.1 µM), for inactives: top-dose activity, negative = active, most hits filed as inhibitors; hit rate 0.076% among 410,000; AID 602310;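 note: potency is the fitted concentration of half-maximal effect; % is set by controls: 0 for no effect and ±100 for the full control effect; nearly all actives have a fitted effect of over 60% in size; hits raise eYFP signal because A3G escapes Vif-driven loss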
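HeLa cells stably expressing Vif and C-terminally eYFP-tagged A3G, seeded overnight at 37 deg C, then exposed to compound by pintool overnight at 37 deg C. Rise in yellow fluorescence (Ex 488/Em 500-530, Acumen) marks blocked Vif-driven A3G degradation.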
USP1 inh: inhibitors of human USP1/UAF1 deubiquitinase; AID 743255; recombinant USP1/UAF1, Ub-Rhodamine cleavage fluorescence; O94782; hit rate 0.23% among 390,000; Potency, µM (series often up to 57.1 µM), without a hit: at the top dose activity change, negative = inhibition, hits mostly inhibitors; note: potency is the fitted concentration of half-maximal effect; % is set by controls: 0 for no effect and ±100 for the full control effect; nearly all actives have a fitted effect of over 60% in size; inactives centre near -12
Target sequence (O94782 whole entry, looked up): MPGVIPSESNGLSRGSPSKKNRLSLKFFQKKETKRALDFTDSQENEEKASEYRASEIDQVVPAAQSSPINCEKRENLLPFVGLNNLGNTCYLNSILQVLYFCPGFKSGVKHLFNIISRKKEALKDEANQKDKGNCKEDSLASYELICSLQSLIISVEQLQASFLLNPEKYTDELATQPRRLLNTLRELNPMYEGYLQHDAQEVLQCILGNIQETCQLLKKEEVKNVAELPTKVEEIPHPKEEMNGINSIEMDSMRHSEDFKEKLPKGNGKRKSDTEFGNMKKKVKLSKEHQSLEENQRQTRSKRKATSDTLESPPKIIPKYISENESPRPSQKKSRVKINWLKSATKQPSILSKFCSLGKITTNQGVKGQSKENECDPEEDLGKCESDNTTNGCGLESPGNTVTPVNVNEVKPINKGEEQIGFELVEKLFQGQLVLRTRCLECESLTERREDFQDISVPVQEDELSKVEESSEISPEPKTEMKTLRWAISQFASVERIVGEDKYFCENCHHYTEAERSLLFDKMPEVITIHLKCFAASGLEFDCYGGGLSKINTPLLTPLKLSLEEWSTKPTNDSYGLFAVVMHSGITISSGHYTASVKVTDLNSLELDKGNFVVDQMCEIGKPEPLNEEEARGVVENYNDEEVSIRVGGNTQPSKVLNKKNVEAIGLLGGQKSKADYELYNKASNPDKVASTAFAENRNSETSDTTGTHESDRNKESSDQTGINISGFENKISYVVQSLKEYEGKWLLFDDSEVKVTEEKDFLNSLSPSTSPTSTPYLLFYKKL
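In this screen, compounds sit with the deubiquitinase complex (1nM) for 15 min at room temperature before Ub-Rho is added at 150nM final. Fluorescence rise is then followed for 6 reads every 60 seconds.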
* marks the source's active call; other numbers are inactive results; ? = inconclusive; & = joins results of further samples; [ ] = remark or other dose. Unless noted, calls come from the whole dose curve; as a rule, active = well fitted curve in the direction sought with a large enough effect; inconclusive = small, poorly fitted or top-dose-only effect, or another doubt; inactive = no such curve, though single readings can be large; an effect the other way counts as inactive or inconclusive.

SMILES | GRP78 ERSR act | mIDH1 inhibitor | TrxR1 inh | LDHA inh | RGS4 inhibitor | TrxR1 substrate | Vif-A3F inh | Vif-APOBEC3G blk | USP1 inh
O=C(CSc1nc2ccsc2c(=O)n1Cc1ccc(C(=O)O)cc1)NCC1CCCO1 (stereo not given) | -3% | 4% | -11% | -4 | 21% | -4% | -3% | 1% | -2%
CC1CCCCN1C(=O)CSc1nc2ccccc2nc1Cc1ccc(Cl)cc1 (stereo not given) | -3% | 17% | 31%[57.1 µM] | 7 | 9% | 1%[57.1 µM] | 4% | -5% | -16%
C=CCn1c(CSCc2ccc(Cl)cc2)nnc1SCC(=O)NCc1ccccc1 | -3% | 9% | 14% | -3 | -29% | -3% | -4% | 1% | -30%
Cc1c(C(=O)NCC2CCCO2)oc2ccc3c(c12)C(=O)CC(C)(C)O3 (stereo not given) | -8% | 8% | -12% | -8 | -25% | 41%[activator] | 0% | 2% | -28%
CCCn1c2c(c(=N)c3c1CCC3)CCC2 | -5% | 2% | 2%[57.1 µM] | -13 | 2% | 6%[57.1 µM] | 0% | 4% | 4%
COc1cc(C(=O)NNC(=O)c2ccc3ccccc3n2)cc(OC)c1OC | 15% | 7% | 9% | 3 | 16% | 3% | -2% | 8% | -6%
O=C1CN(C(=O)NCCC(=O)NC2CCCCC2)c2ccccc2N1 | -3% | 3% | 17% | -5 | 15% | 3% | -11% | -3% | -27%
CC1CCCCC1NC(=O)CN1CCC(NC(=O)c2ccc([N+](=O)[O-])cc2)CC1 (stereo not given) | -3% | 2% | 10%[57.1 µM] | -1 | 7% | 6%[57.1 µM] | 10% | -1% | 2%
O=C(Nc1ccc(Br)cc1)C1CCCC1 | 2% | 9% | 4%[57.1 µM] | -5 | -30% | -7% | -4% | -1% | -12%
COc1ccc(N/C=C/C(=O)c2ccccc2)cc1 | -12% | 0% | 21% | -2 | 1% | 0% | -18% | -5% | -3%
Nc1ccc(NC(=O)NC2CCCCC2)cc1[N+](=O)[O-] | 6% | 10% | 6% | 1 | -24% | 0% | -17% | -8% | -28%
O=C(CN1CCN(c2ccc(Cl)cc2)CC1)c1ccc2c(c1)OCO2 | 1% | 1% | ? | 8 | -25% | -4%[57.1 µM] | 0% | -6% | -31%
Cc1cc(NS(=O)(=O)c2ccc(N3C(=O)C4C5C=CC(C5)C4C3=O)cc2)nc(C)n1 (stereo not given) | -4% | 3% | 19% | -2 | -12% | -16%[57.1 µM] | -1% | 0% | -15%
Cc1cccc2nc(CSc3ccccc3N)cn12 | -7% | 1% | -4% | -5 | -4% | -13% | -4% | 1% | 6%
C/C(=N\N=C1\NC(=O)C(CC(=O)Nc2ccccc2F)S1)C1CCCCC1 (stereo not given) | -4% | 1% | -9% | 3 | -4% | -7% | -5% | -2% | -6%
COc1ccc(-n2ccnc(NCc3cccs3)c2=O)cc1OC | 0% | -4% | 10%[57.1 µM] | -2 | -19% | 6%[57.1 µM] | 0% | 0% | -19%
CC(C)NC(=O)c1cc2c(Cl)nc3ccccc3c2s1 | 0% | 20% | 11% | 3 | -6% | 4% | -6% | 1% | -22%
CN1C(=O)[C@H]2[C@@H](C3CC3)N3C(=O)CN(Cc4ccccc4)C(=O)[C@@]3(C)[C@H]2C1=O | -2% | -6% | -10%[57.1 µM] | 1 | 13% | -2%[57.1 µM] | -1% | 2% | -1%
Cc1ccc(CNC(=O)c2ccc3c(c2)S(=O)(=O)c2ccccc2C3=O)cc1 | -4% | 8% | 19% | -3 | 14% | -5% | -1% | -5% | -20%
CCn1nnnc1SCC(=O)c1cccc(OC)c1 | 4% | 2% | 17%[57.1 µM] | 1 | -4%[11.4 µM] | -6% | -3% | 0% | 1%
COc1ccc(/C=N/OCC(=O)Nc2nc3ccccc3s2)cc1 | -2% | 3% | 13% | -6 | 13% | 3% | -11% | 0% | -13%
O=C1c2oc3ccccc3c(=O)c2C(c2ccccc2)N1Cc1ccc2c(c1)OCO2 (stereo not given) | -3% | 0% | 19%[57.1 µM] | -5 | 0% | 2%[57.1 µM] | 0% | -6% | -2%
O=c1[nH]c(-[n+]2ccc3ccccc3c2)c(/C=N/N=C(\[O-])c2ccccc2)s1 | 7% | 12% | ? | 3 | ? | -6% | -8% | -2% | -26%
O=C1c2ccccc2-n2c1nc1ccccc1c2=O | -5%&0% | -10% | 4% | 6 | 3% | -4% | 5% | -4% | -10%
CCSc1nncn1/N=C/c1ccc(OC)c(OC)c1 | 6% | 0% | -3%[57.1 µM] | -3 | 10% | 8% | 1% | -1% | -4%
Cn1c(-c2csc(-c3ccccc3)n2)n[nH]c1=S | 5% | 5% | 3% | -9 | -45% | 2% | -13% | 0% | -18%
CC(=O)N1CCc2c(sc3nc(SCC(N)=O)n(-c4ccc(F)c(Cl)c4)c(=O)c23)C1 | 1% | 14% | 9% | -8 | 14% | -1% | 1% | 2% | -3%
CC1(C)Cc2cccc(OCC(=O)Nc3nccs3)c2O1 | -8% | 14% | -5% | 3 | -30%[56.9 µM] | -12% | -4% | -12% | -9%
Cc1ccc(Cn2ccc(=O)c(OCc3ccccc3)c2C)cc1 | 0% | -1% | -12% | 0 | -7% | -5% | 8% | -4% | -10%
Cc1cc2c(OCC(O)CN3CCCCC3)cccc2[nH]1 (stereo not given) | -3% | -3% | 46%[activator] | 0 | -8% | 2% | -8% | 6% | -21%
Cc1ccc(C(=O)N2CCNC(=O)C2CC(=O)Nc2ccc(F)cc2)cc1C (stereo not given) | -4% | -2% | 14% | -15 | -15% | 5% | ? | 0% | -14%
Cc1ccc(C(=O)Nc2ccccc2OC(F)F)cc1 | 4% | 13% | 13% | -6 | -13% | 10%[57.1 µM] | -1% | 0% | -9%
Cc1ccc(N2CC(C(=O)NC3CCSC3=O)CC2=O)cc1 (stereo not given) | -3% | 6% | 12% | -6 | 0% | 5% | 0% | -3% | -13%
COc1ccc2c(c1)c1c(c(=O)n(Cc3ccccc3)c(=O)n1CC(=O)NCc1ccccc1Cl)n2C | -3% | 27% | 16% | -1 | -11% | 3% | 0% | 3% | ?
c1cc(Nc2cccc3nccnc23)c2nccnc2c1 | -1% | 8% | 15%[57.1 µM] | 1 | 2% | 5%[57.1 µM] | 1% | -10% | -23%
COc1ccc(CNC(=O)CCN2C(=O)c3ccccc3S2(=O)=O)cc1 | -3% | 8% | -11% | -2 | -12% | -7% | 4% | 4% | -10%
CCN(N)C(=S)Nc1ccc(F)cc1 | -7% | 6% | 17%[57.1 µM] | -11 | -7% | 6%[57.1 µM] | -21% | -1% | -11%
CC1(C)Cc2c(cnn2-c2cccc(F)c2)C(NC(=O)CN2CCCC2=O)C1 (stereo not given) | 7% | -10% | 7% | -5 | -4% | 0% | 0% | 2% | 1%

In the list so far, these have fluorine.
SMILES | GRP78 ERSR act | mIDH1 inhibitor | TrxR1 inh | LDHA inh | RGS4 inhibitor | TrxR1 substrate | Vif-A3F inh | Vif-APOBEC3G blk | USP1 inh
C/C(=N\N=C1\NC(=O)C(CC(=O)Nc2ccccc2F)S1)C1CCCCC1 (stereo not given) | -4% | 1% | -9% | 3 | -4% | -7% | -5% | -2% | -6%
CC(=O)N1CCc2c(sc3nc(SCC(N)=O)n(-c4ccc(F)c(Cl)c4)c(=O)c23)C1 | 1% | 14% | 9% | -8 | 14% | -1% | 1% | 2% | -3%
Cc1ccc(C(=O)N2CCNC(=O)C2CC(=O)Nc2ccc(F)cc2)cc1C (stereo not given) | -4% | -2% | 14% | -15 | -15% | 5% | ? | 0% | -14%
Cc1ccc(C(=O)Nc2ccccc2OC(F)F)cc1 | 4% | 13% | 13% | -6 | -13% | 10%[57.1 µM] | -1% | 0% | -9%
CCN(N)C(=S)Nc1ccc(F)cc1 | -7% | 6% | 17%[57.1 µM] | -11 | -7% | 6%[57.1 µM] | -21% | -1% | -11%
CC1(C)Cc2c(cnn2-c2cccc(F)c2)C(NC(=O)CN2CCCC2=O)C1 (stereo not given) | 7% | -10% | 7% | -5 | -4% | 0% | 0% | 2% | 1%

The list is partial; rates above refer to the full screens.
